# PP1 inh: blocks human PP1-alpha phosphatase, a PP5 counter-screen; P62136; purified PP1alpha, OMFP fluorescence; inhibition, % at 6.7 µM; actives 0.9% (n = 320,000);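 active means inhibition above the mean inhibition of all tested compounds plus 3 SD, computed separately for each screening campaign, cut at about 15% in these data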
# Target sequence (P62136 whole entry, looked up): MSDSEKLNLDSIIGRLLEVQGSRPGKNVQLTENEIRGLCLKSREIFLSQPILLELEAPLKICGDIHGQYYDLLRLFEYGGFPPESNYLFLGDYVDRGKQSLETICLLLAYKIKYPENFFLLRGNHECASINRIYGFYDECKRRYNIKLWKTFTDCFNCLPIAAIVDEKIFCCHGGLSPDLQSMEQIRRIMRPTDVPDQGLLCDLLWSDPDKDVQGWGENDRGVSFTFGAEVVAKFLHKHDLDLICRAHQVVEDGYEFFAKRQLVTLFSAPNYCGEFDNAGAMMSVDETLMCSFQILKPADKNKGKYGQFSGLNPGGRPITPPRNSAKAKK
# TPT1 inh: C. albicans TPT1 enzyme inhibition | recombinant caTPT1, FP RNA substrate dephosphorylation | inhibition, % at 5 µM | actives 0.81% (n = 300,000);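 active means inhibition above the mean of all tested compounds plus 3 SD, set per screening campaign, cut at about 24% in these data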;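 further: plate controls were DMSO alone for no effect and ferristatin control at 100 nM for full effect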
# ZTA DNA inh: counter-screen for EBNA-1 inhibitors: inhibitors of Epstein-Barr virus ZTA; P03206; ZTA-DNA binding, fluorescence polarization; inhibition, % at 11 µM; actives 0.15% (n = 320,000); in the data active means inhibition above about 33%
# Target sequence (P03206 whole entry, looked up): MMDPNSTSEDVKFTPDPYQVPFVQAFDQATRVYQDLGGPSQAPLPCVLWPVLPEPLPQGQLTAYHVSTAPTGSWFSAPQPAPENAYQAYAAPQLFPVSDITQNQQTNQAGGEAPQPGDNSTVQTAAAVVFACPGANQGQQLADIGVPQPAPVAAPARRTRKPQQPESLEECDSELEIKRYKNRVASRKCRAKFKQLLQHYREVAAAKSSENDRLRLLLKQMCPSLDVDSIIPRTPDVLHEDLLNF
# JMJD2C inh: inhibitors of human GASC-1 (JMJD2C) demethylase. GST-JMJD2C(1-420) H3K9me3 demethylation, DELFIA europium. inhibition, % at 2.35 µM. actives 0.069% (n = 330,000);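 active means more than half of a compound's replicate wells show inhibition beyond 50%, single wells judged on their own value; inconclusive means some, but no more than half, of replicates pass 50% inhibition; inactive means no replicate passes 50% inhibition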;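 further: signal counts dimethyl H3K9 product captured on neutravidin plate; 0% = median of DMSO wells and 100% = 0.3 times that DMSO median; strong numbers were not always called active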
# Target sequence (Q9H3R0 1-420 limits assumed): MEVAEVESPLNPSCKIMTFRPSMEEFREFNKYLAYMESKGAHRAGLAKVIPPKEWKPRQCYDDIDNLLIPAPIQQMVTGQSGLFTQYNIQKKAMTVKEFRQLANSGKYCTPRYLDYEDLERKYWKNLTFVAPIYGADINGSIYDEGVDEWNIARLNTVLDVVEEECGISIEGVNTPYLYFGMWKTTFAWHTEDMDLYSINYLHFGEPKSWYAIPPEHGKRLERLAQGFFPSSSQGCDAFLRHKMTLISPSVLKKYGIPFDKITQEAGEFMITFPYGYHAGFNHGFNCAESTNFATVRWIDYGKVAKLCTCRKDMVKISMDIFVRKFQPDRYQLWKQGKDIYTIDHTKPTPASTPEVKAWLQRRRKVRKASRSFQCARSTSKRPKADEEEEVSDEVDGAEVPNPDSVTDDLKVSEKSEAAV
# Yeast superoxide: yeast age-related superoxide inhibition as caloric restriction mimetic; S. cerevisiae aged cells, superoxide DHE fluorescence; stronger effect = lower value; superoxide response (% of plate mean), % at 10 µM; actives 0.18% (n = 330,000); AID 2690;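 active means superoxide response under a set limit, about three screen SD below normal, cut at about 65% in these data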;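 further: yeast aged for seven days with compound at 30 °C before DHE staining; 100% = average MFI of all compound-treated wells on the plate with controls excluded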
# EBNA-1 inh: blocks EBNA-1 binding to DNA | EBNA-1 DNA binding, fluorescence polarization | inhibition, % at 14.8 µM | actives 0.34% (n = 300,000); in the data active means inhibition above about 28%
# Fh CTSL1 inh: counter-screen for PFM18AAP inhibitors: inhibitors of F. hepatica cathepsin L1; recombinant F. hepatica cathepsin L1, Z-Leu-Arg-MCA fluorescence; actives 0.49% (n = 300,000); inhibition, % at 5.96 µM; AID 1906;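 active means inhibition above the mean of all tested compounds plus 3 SD, set per screening campaign, cut at about 17% in these data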;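 further: 0% = plate median of test compound wells and 100% = 1 µM Z-Phe-Ala-diazomethylketone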
# PP5 inh: PP5 (human) phosphatase inhibition; purified PP5c, OMFP substrate fluorescence; AID 1987; inhibition, % at 6.7 µM; P53041; actives 0.18% (n = 320,000);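 active means inhibition above the campaign's mean inhibition across all tested compounds plus 3 SD, cut at about 9.5% in these data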;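 further: 0% = DMSO only and 100% = 100 µM cantharidin control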
# core dimer inh: HCV core protein dimerization inhibition | inhibition, % at 5 µM | TR-FRET GST/Flag-core106 dimerization, 1536-well | AID 1899 | actives 0.33% (n = 300,000);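 active means inhibition above the mean of all tested compounds plus 3 SD, set per screening campaign, cut at about 45% in these data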
#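 assay system = GST-tagged and Flag-tagged HCV core protein residues 1-106 | controls = unlabelled core106 and no-GST-core106 wells | incubation = compound-protein-antibody incubation 4 h at 22.5 °C | probe or stimulus = Eu donor and XL665 acceptor anti-tag antibodies | read-out = % inhibition based on acceptor/donor emission ratio | signal = TR-FRET 671 and 617 nm emission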
# * = called active by the depositor; ? = inconclusive; . = not tested or not shown; & = joins results of further samples.
SMILES,PP1 inh,TPT1 inh,ZTA DNA inh,JMJD2C inh,Yeast superoxide,EBNA-1 inh,Fh CTSL1 inh,PP5 inh,core dimer inh
O=c1[nH]nc(Cc2ccccc2)c2ccccc12,5,-3,16,7,97,13,-1,1.8,-4
COc1ccc(C=C(C(C)=O)C(C)=O)cc1OC,1,0,-21,-4,96,4,-3,0.8,3
CC(Sc1nncs1)C(=O)Nc1ccc2c(c1)OCCO2 (stereo not drawn),-8,-2,9,-5,97,3,0,-0.7,0
O=C(N=C1SC2CS(=O)(=O)CC2N1c1ccc(Cl)cc1Cl)C1CCCO1 (stereo not drawn),-1,0,-9,90,106,-18,-7,-4.0,0
CCOC(=O)c1ccccc1NS(=O)(=O)c1ccccc1,0,-3,6,-1,94,18,0,1.5,2
CCCCn1cnc2cc(NCc3ccncc3)ccc21,-3,5,11,1,104,1,-2,3.8,1
Cc1onc(-c2c(F)cccc2Cl)c1C(=O)Nc1cccc2nsnc12,-5,-4,10,9,98,6,0,0.8,1
O=C(NCC(=O)N(Cc1ccccc1)C(C(=O)NC1CCCC1)c1cccnc1)c1ccco1 (stereo not drawn),-2,-2,-9,?,95,-7,2,2.2,7
Oc1ccccc1OCc1nc2ccccc2s1,0,1,7,-3,94,4,1,2.1,-2
O=C(CCc1ccccc1)NN1C(=O)C2C3C=CC(C3)C2C1=O (stereo not drawn),2,-1,-1,2,97,-4,-3,-1.6,-2
Cc1ccc(NC(=O)C2(S(=O)(=O)c3ccc(Cl)cc3)CC2)cc1,4,-5,-19,-10,94,-3,-3,3.4,-6
Cc1cc(N(C)C)ccc1N=Nc1ccc(N)cc1,2,14,-5,3,81,1,5,-0.2,-17
Cc1cc(Oc2nc3c(C)cccn3c(=O)c2/C=C(\C#N)S(=O)(=O)c2ccccc2)ccc1Cl,-3,0,0,12,87,2,-4,-0.7,10
CC(=O)N1CCN(C(=S)c2ccc(-c3ccc(Cl)cc3)o2)CC1,3,1,-12,12,100,2,4,-0.2,-24
COC(=O)CC1(C(=O)OC)Oc2ccccc2C(=O)N1c1ccc(F)cc1F (stereo not drawn),-3,-4,1,6,86,-5,-1,-1.8,-3
O=C(CCCCCNC(=O)N1CCn2c1nc1ccccc12)N[C@H](C(=O)O)c1ccccc1,-2,-3,1,5,129,6,-1,2.9,-3
NC(=O)Nc1ccc(C(=O)OCC(=O)Nc2ccc(Cl)cn2)cc1,-5,0,-1,5,93,-2,-4,0.1,1
CCN(CC)CCNC(=O)CCN1N=C(c2ccccc2)CCC1=O,-3,-2,1,2,93,1,-7,-0.9,-5
Cc1ccc(-n2nc(C)c(=O)c(-c3ccccc3)c2NC(=O)C(C)C)cc1,-2,-2,-1,18,100,1,3,0.5,1
CCCc1cc(=O)oc2c(C)c(OCC(=O)N3C[C@H]4C[C@@H](C3)c3cccc(=O)n3C4)ccc12,3,-5,5,-1,100,-2,0,0.8,-5

# Part of the list above, with values under each structure.
# Order of results – PP1 inh	TPT1 inh	ZTA DNA inh	JMJD2C inh	Yeast superoxide	EBNA-1 inh	Fh CTSL1 inh	PP5 inh	core dimer inh
CCCCn1cnc2cc(NCc3ccncc3)ccc21
    -3	5	11	1	104	1	-2	3.8	1
Cc1onc(-c2c(F)cccc2Cl)c1C(=O)Nc1cccc2nsnc12
    -5	-4	10	9	98	6	0	0.8	1
O=C(NCC(=O)N(Cc1ccccc1)C(C(=O)NC1CCCC1)c1cccnc1)c1ccco1 (stereo not drawn)
    -2	-2	-9	?	95	-7	2	2.2	7
Oc1ccccc1OCc1nc2ccccc2s1
    0	1	7	-3	94	4	1	2.1	-2

# More results follow.
SMILES,PP1 inh,TPT1 inh,ZTA DNA inh,JMJD2C inh,Yeast superoxide,EBNA-1 inh,Fh CTSL1 inh,PP5 inh,core dimer inh
Cc1ccc(N(CC(=O)NCc2ccc(F)cc2)S(=O)(=O)c2c(C)n[nH]c2C)cc1,-1,2,-1,14,121,6,-3,-1.7,6
CC(C)Cc1nnc(NC(=O)CCC(=O)NC2CCCc3ccccc32)s1 (stereo not drawn),2,-3,8,-4,101,2,0,1.1,6
CCNC(=S)N(CCc1c(C)[nH]c2ccc(C)cc12)Cc1cc(OC)c(OC)c(OC)c1,5,-4,-2,9,95,3,-2,2.8,-13
Cc1c(NS(=O)(=O)c2ccc3c(c2)CCN3C(=O)C2CC2)c(=O)n(-c2ccccc2)n1C,1,-1,4,-24,98,43*,0,1.9,-3
CS(=O)(=O)c1ccc(Cl)c(NC(=O)COC(=O)c2ncc(Cl)c(Cl)c2Cl)c1,0,-1,9,12,100,-5,-5,-1.1,2
COCCn1c(SCC(=O)c2cccc(OC)c2)nnc1-c1ccco1,1,-2,4,6,82,0,3,1.7,0
Cc1cc(-c2ccc(C)c(S(=O)(=O)Nc3cc(C)on3)c2)on1,2,3,21,-5,113,-2,-3,-2.3,1
O=C(c1ccc2nc(-c3ccco3)c(-c3ccco3)nc2c1)N1CCN(c2ccccc2)CC1,5,-3,5,.,120,-17,3,4.1,25
Clc1ccc(Sc2ccccn2)cc1,3,0,-3,-17,124,-21,-2,3.7,1
O=C(NC(C(=O)N/N=C/c1ccccc1)c1n[nH]c(=O)c2ccccc12)c1ccccc1 (stereo not drawn),3,2,14,3,90,6,1,-0.4,6
O=C(c1ccccc1)n1ccc2ccccc21,-1,-4,-10,-4,104,3,4,2.4,-4
O=C(/C=C/Nc1ccccc1)c1ccc(Cl)cc1Cl,3,-3,-5,-10,109,12,6,0.4,-11
Cc1cccc(C(=O)Nc2c(C(=O)N(C)C)cnn2-c2ccccc2)c1,-2,-4,1,6,95,3,-1,-2.5,0
CC1CCN(c2ccc(NC(=O)c3ccc(Br)o3)cc2)CC1,-2,-2,5,7,106,0,-2,1.5,-3
COc1ccc(C=O)cc1COc1ccc([N+](=O)[O-])c(C)c1,-1,-5,4,10,95,6,0,5.8,11
c1ccc(Oc2nc(N3CCOCC3)nc(N3CCOCC3)n2)cc1,1,0,-9,-6,86,-1,4,3.1,-2
Cc1cc(NC(=O)CSc2cn(CCNC(=O)c3ccc(F)cc3)c3ccccc23)no1,3,1,7,-6,117,-6,-3,3.8,4
O=C(Nc1ccc(F)cc1)N1CCCC(c2nc3c(nnn3Cc3ccccc3Cl)c(=O)[nH]2)C1 (stereo not drawn),5,-1,-6,0,98,-16,-1,5.6,8
COc1ccc([N+](=O)[O-])cc1-c1[nH]c(-c2ccc(C(=O)O)cc2)nc1-c1ccccc1,6,-2,-5,-7,99,16,4,1.9,7
Cc1ccc(-c2n[nH]c(=S)n2C)cc1Cl,-6,2,-10,0,112,-10,-2,0.1,-1
Cc1cc2c(c(=O)o1)C(C(C)C)C(C#N)=C(N)O2 (stereo not drawn),4,2,-10,4,102,-10,-3,-1.5,7
Cc1cccc(OCc2nnc(SCCC(=O)O)n2-c2ccccc2)c1,-1,-2,-9,3,112,0,2,-1.0,2
CCn1nc(C(=O)NCCc2ccc(S(N)(=O)=O)cc2)c2ccccc2c1=O,-3,-3,-7,-10,103,12,-1,-1.4,-5
O=C(CNC(=O)c1ccccc1F)OCc1csc(-c2ccccc2)n1,-4,-2,-27,-2,110,-11,-7,0.6,-1
O=C(/C=C/Nc1ccccc1Br)c1ccccn1,3,0,-15,-2,102,-10,-1,3.9,-2
CN(Cc1ccccc1)C(=O)CN1C(=O)C2C3C=CC(C3)C2C1=O (stereo not drawn),0,2,-8,.,96,0,-2,-0.9,-2
CC(=O)C1=C(O)C(=O)N(Cc2cccnc2)C1c1ccc(C(C)C)cc1 (stereo not drawn),1,0,7,-11,94,3,3,-0.4,-3
Cc1ccc(S(=O)(=O)N(CC(=O)NN=C2CCN(C)CC2)c2ccc(C(C)C)cc2)cc1,-3,5,12,22,99,1,5,3.4,-2
Cc1ccc(OCc2nnc(SCC(=O)Nc3cc(C)on3)n2C)cc1,1,-1,-14,-4,89,2,-3,3.1,-4
O=C(COC(=O)c1ccc(O)cc1)NCc1ccc2c(c1)OCO2,-4,-4,-7,-2,105,-7,-6,2.9,1
Cc1cc(NC(=O)CN2C(=O)NC(Cc3ccccc3)C2=O)no1 (stereo not drawn),-5,-2,2,-5,94,0,-2,-0.7,-3
COC(=O)C1C(O)CCC2CN3CCc4c([nH]c5ccccc45)C3CC21 (stereo not drawn),-3,0,-3,17,103,8,-2,-0.2,-6
CN(Cc1ccc2nsnc2c1)Cc1nc(Cc2cccc(F)c2)no1,-5,-3,3,2,94,11,3,-0.7,2
CCN(CC(=O)NCc1cccs1)C(=O)c1cccc(S(=O)(=O)Nc2ccccc2OC)c1,-1,-1,13,4,94,-8,-1,1.6,-3
Cc1cccc(-c2noc(CN(C)C(=O)c3ccc4c(c3)OCO4)n2)c1,2,-1,-7,4,108,-1,0,0.4,4
CCC(CC)C(=O)OCC(=O)Nc1cccc(S(=O)(=O)N(C)c2ccccc2)c1,0,-5,-1,-18,90,-9,-23,0.0,1
CCCN(CC(=O)Nc1ccccc1C)C(=O)c1ccc(N2CCCC2=O)cc1,1,.,-6,-3,92,.,.,1.7,.
C/C(Cn1nnc2ccccc21)=N\OC(=O)c1cc(F)c(F)cc1Cl,2,-5,-10,-4,111,-1,4,-0.1,2
Cc1ccccc1C(=O)NNC(=O)c1ccoc1C,-7,-5,-5,-9,145,-17,-3,4.8,3
Cc1ccc(SCc2cc(=O)[nH]c(N3CCCCC3)n2)cc1,-3,0,2,-3,117,4,4,0.3,4
CCCC(=O)Nc1nn(C)c2nc3c(C)cccc3cc12,-4,-2,-16,31,98,-6,-4,2.8,-13
COc1ccc(CCNC(=O)c2ccc(-c3cccc([N+](=O)[O-])c3)o2)cc1OC,0,-1,-2,-13,104,1,4,2.6,5
CS(=O)(=O)c1ccc(Cl)c(NC(=O)COC(=O)CNC(=O)c2sc3ccccc3c2Cl)c1,0,-1,-8,3,129,-3,-12,2.2,3
COc1cc(/C=C/c2ccc3cccc(OC)c3n2)c(OC(C)=O)c([N+](=O)[O-])c1,0,0,-9,0,104,8,4,2.5,8
Cc1nnc(NCCc2ccccc2)c2ccccc12,2,-1,-5,-10,101,-9,-4,1.3,6
CC(=O)OCC(=O)NCC(=O)c1c[nH]c2ccccc12,-1,-2,13,-5,97,3,-8,-1.3,5
O=c1[nH]c(CSc2nnc(NCCCN3CCOCC3)s2)nc2cc(Cl)ccc12,-4,0,16,1,108,10,1,-1.4,2
CC1=CC(C)C2C(=O)N(CCC[N+](C)(C)C)C(=O)C2C1 (stereo not drawn),-9,0,-7,-1,97,-5,10,-2.1,3
O=C(CSc1nnc(-c2ccco2)o1)N1c2ccccc2CCc2ccccc21,1,-3,-13,1,108,2,-5,3.9,6
CSCCC(NC(=O)C12CC3CC(CC(C3)C1)C2)C(=O)OCC(=O)c1ccccc1 (stereo not drawn),-4,-3,4,-30,89,-6,6,0.1,-2
COc1ccc(N(CC(=O)Nc2cc(Cl)ccc2OC)C2=NC3CS(=O)(=O)CC3S2)cc1 (stereo not drawn),-5,-2,-10,-12,116,-7,-3,0.8,5
COC(=O)c1cn(-c2ccccc2)c(C)c1C(=O)OC,-10,-2,8,1,125,-7,-5,-2.9,5
COc1ccc(C)cc1C(=O)CCC(=O)Nc1ccccc1N1CCOCC1,0,1,-5,-8&2,83,-6,-2,2.3,-2
N=c1sccn1CC(=O)Nc1ccc(Cl)cc1[N+](=O)[O-],7,-8,-21,2,117,-7,2,0.0,-1
CNS(=O)(=O)c1cccc(C(=O)OCCCC(=O)c2ccccc2)c1,1,.,-3,4,99,.,.,1.4,.
Cc1nc(N)sc1C(=O)N/N=C/c1ccco1,-2,-2,3,-4,106,-6,2,-0.9,-4

# An unsorted share of the library, and some 3.1% of all compounds hit somewhere here.
